thrombin 1536 = thrombin (human) inhibition | 0.26% of 220,000 active | inhibition, % at 5 µM | P00734 | alpha-thrombin, Boc-VPR-AMC fluorogenic substrate cleavage;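 active = inhibition at or above 40%; inactive = inhibition below 40%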;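 also: 0% = enzyme with no compound and 100% = wells without enzyme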
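Test system: human alpha-thrombin; medium: pH 7.5 Tris-saline with Tween 20; times: reaction at room temperature; signal: AMC fluorescence at 355 nm excitation and 460 nm emission; also added: Boc-VPR-AMC substrate, 15 µM final; dosing: one concentration per compound, 5 µM, with 0.2% DMSO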
m-calpain inh = inhibitors of pig calpain II. 0.37% of 220,000 active. inhibition, % at 16 µM. purified calpain II, fluorogenic peptide substrate, 30 min;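 active = inhibition above about 50%, limit read from the data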
Furin inh = human furin inhibition | P09958 | purified furin, fluorogenic substrate cleavage | inhibition, % at 30 µM | 0.061% of 220,000 active | AID 463115; in the data active = inhibition above about 25%; also: inactives centre near -15
Tb hexokinase = T. brucei hexokinase 1 inhibition; recombinant TbHK1, G6PDH-coupled NADH A340; inhibition, % at 10 µM; 0.11% of 220,000 active;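 active = inhibition of 50% or more in the single-dose primary screen; inactive = inhibition below 50%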
TRPML3 agonist = human mucolipin-3 channel agonism | HEK293 TRPML3-YFP, Fluo-8 calcium fluorescence; 100% = the carbachol control signal | 0.29% of 220,000 active | Q8TDD5 | AID 1448 | activation, % at 3 µM;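 active = activation above its plate's cutoff, the mean activation of the plate's test wells plus 3 SD, cut at about 12% in these data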;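 also: 0% = DMSO only wells and 100% = carbachol wells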
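Test system – HEK293 line with stable expression of human TRPML3-YFP channel · Control set – carbachol 87 µM final as high control (100%), DMSO as low control (0%) · Signal – Fluo-8 calcium dye fluorescence, ex 470-495, em 515-575 nm · Incubation – 1-h 37 °C dye load, 5-s basal, 120-s post-compound reads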
PPC-1+TRAIL kill = compounds killing PPC-1 cancer cells with TRAIL present (potentiator screen, no TRAIL-free arm); cell killing (% activity), % at 4 µM; 0.41% of 220,000 active; PPC-1 cells + TRAIL, ATPLite viability luminescence;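 active = cell killing above 50% in the first pass at 4 µM, then a duplicate retest at 5 µM averaging 50% or more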;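 also: plate controls were cells with TRAIL plus DMSO for no effect and medium-only wells lacking cells for full effect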
EBV gp42 inh = inhibitors of Epstein-Barr virus glycoprotein 42; Fluorescence polarization binding assay, mP read-out; inhibition, % (tested at 21.74 µM); 0.42% of 220,000 active; AID 1085; in the data active = inhibition above about 50%
KCC2 mod = KCC2 (human) Cl- transport modulation. Q9H2X9. KCC2 cells, thallium flux FluoZin-2 fluorescence. B-score of Tl+ flux slope (higher = more flux/activation; lower = inhibition) at 10 µM. AID 1456. 2.2% of 190,000 active;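 active = thallium flux slope and its plate-corrected score both differing from the plate sample mean at a set confidence after two filtering rounds, in either direction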;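 also: slope of fluorescence scaled to starting intensity during 10 to 20 s after thallium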
Target sequence (Q9H2X9 whole entry, looked up): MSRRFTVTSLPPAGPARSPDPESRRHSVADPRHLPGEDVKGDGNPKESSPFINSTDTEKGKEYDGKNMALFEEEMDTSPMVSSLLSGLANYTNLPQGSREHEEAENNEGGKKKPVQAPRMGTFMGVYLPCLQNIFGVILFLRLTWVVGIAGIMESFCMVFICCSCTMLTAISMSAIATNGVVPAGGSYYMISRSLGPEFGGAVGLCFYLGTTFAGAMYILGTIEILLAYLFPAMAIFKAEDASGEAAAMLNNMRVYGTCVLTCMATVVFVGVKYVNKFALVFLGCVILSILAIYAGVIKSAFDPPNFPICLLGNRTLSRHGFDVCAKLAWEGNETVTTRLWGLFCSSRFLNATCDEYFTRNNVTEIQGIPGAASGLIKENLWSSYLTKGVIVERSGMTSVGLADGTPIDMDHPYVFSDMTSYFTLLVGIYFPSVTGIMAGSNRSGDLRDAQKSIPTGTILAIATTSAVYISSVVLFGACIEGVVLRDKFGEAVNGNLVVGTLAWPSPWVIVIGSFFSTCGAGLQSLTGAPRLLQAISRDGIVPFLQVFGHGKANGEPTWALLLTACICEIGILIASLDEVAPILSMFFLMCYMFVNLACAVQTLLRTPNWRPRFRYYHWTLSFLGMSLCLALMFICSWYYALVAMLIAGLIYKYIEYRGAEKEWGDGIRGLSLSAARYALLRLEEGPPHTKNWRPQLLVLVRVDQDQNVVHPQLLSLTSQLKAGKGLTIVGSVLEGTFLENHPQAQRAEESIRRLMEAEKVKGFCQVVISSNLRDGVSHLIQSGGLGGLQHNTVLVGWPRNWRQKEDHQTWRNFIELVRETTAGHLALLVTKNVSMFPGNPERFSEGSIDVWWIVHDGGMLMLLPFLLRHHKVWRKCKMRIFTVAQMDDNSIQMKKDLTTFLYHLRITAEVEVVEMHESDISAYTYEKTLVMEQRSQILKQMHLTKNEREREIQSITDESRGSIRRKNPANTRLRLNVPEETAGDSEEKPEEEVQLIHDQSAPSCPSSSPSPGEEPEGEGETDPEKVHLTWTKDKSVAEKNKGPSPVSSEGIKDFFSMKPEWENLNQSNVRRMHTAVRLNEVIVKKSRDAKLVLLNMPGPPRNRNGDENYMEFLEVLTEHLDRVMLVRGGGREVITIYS
zfTRPN1 agonist = activates the zebrafish TRPN1 channel; 0.18% of 220,000 active; HEK293 zebrafish TRPN1-YFP, Fluo-8 calcium fluorescence; 100% = response to 87 µM carbachol; activation, % at 3 µM;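 active = activation above its plate's cutoff, the mean activation of test wells on that plate plus 3 SD, cut at about 19% in these data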;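 also: 0% = DMSO alone and 100% = 87 µM carbachol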
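System: zebrafish TRPN1-YFP in HEK293 cells / Dosing: 3 µM single point / Timing: dye loading 1 h at 37 °C, then 30 min room temperature / Signal: Fluo-8 calcium fluorescence, excitation 470-495 nm, emission 515-575 nm / Read-out basis: percent activation from peak over basal fluorescence ratio, control-normalized / Control set: high carbachol 87 µM, low DMSO alone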
* marks the source's active call; other numbers are inactive results; i = inactive; . = no result given; [ ] = remark or other dose.

SMILES | thrombin 1536 | m-calpain inh | Furin inh | Tb hexokinase | TRPML3 agonist | PPC-1+TRAIL kill | EBV gp42 inh | KCC2 mod | zfTRPN1 agonist
CCOP(=O)(OCC)C(NC(=O)Nc1c(C)cc(C)cc1C)c1ccccc1 (centres undefined) | 1 | 6 | -24 | -3 | 0.7 | 13 | -24 | -1.2 | 0.2
Cn1c(SCC2CCCO2)nnc1-c1ccc([N+](=O)[O-])cc1 (centres undefined) | -3 | -9 | -24 | -11 | 0.0 | 2 | 0 | 0.0012 | 2.2
CCOc1cccc(CNCCO)c1OCc1ccc(Cl)cc1 | 2 | 14 | -21 | 6 | -0.6 | 10 | 0 | -0.12 | -0.4
Cc1cccc(Cn2c(C(C)(C)C)cc3cccnc32)c1 | -3 | -49 | -21[20 µM] | 6 | 1.0 | 9 | -2 | -1.1 | 0.5
O=[N+]([O-])c1cc(C(F)(F)F)ccc1NCCc1c[nH]c2ccc(O)cc12 | -8 | 52* | -16[20 µM] | -4 | 0.4 | 8 | 8 | . | 0.4
C(=N\Nc1ccccc1)/c1ccc(N2CCOCC2)cc1 | 0 | -28 | -8[20 µM] | -26 | 0.0 | 19 | -22 | 0.15 | -0.4
Cc1ccccc1-n1nc(CSc2nc3ccccc3[nH]2)c(-c2ccccc2)c1N | -6 | 9 | -15 | 0 | 0.0 | 26 | -8 | -0.44 | -1.9
COC(=O)c1ccc(OC(=O)c2nn(C)cc2Cl)c(OC)c1 | -4 | 16 | -22 | -3 | -0.1 | 8 | -9 | 0.078 | 0.1
CCOC(=O)c1ccccc1NC(=O)CSc1nnc(Cc2cccn2C)n1-c1ccc(F)cc1 | -7 | -5 | -7 | -8 | -0.8 | 12 | -11 | . | -0.6
COc1ccccc1-n1cnc2cc(NCc3ccco3)ccc21 | 3 | 7 | -24 | 1 | 0.3 | 9 | -13 | -1.3 | -0.6
C=CCNC(=S)N/N=C/c1ccc(OCc2ccccc2Cl)cc1 | 2 | -54 | -25[20 µM] | -7 | 0.3 | 8 | 4 | 0.76 | 0.2
Cn1c(=O)n(C)c2cc(S(=O)(=O)NCCO)ccc21 | -5 | -49 | -1[20 µM] | -3 | 0.2 | 15 | 2 | 0.17 | 0.2
COc1ccc(-c2nc3ccccc3c(=O)n2NC(=S)N(C)C)cc1 | -5 | 4 | -10 | -6 | 0.8 | 5 | -33 | 1.8 | 1.4
CCNc1nc(NC(C)(C)C)nc(N2CCCC2)n1 | 3 | -16 | -11[20 µM] | 0 | 0.9 | 12 | -15 | 0.72 | 0.9
COc1ccc(S(=O)(=O)/N=C2/NC(=O)/C(=C/c3ccco3)S2)cc1 | 0 | -26 | 9 | 15 | 1.4 | 32 | -8 | -0.58 | 0.1
CCN(CC)c1ccc(C(=O)OCc2cc(=O)oc3cc(O)ccc23)cc1 | -1 | -100 | -9[20 µM] | -21 | -1.2 | -24 | 16 | -0.2 | -1.2
Cc1nc(NC(=O)COC(=O)c2cc3c(s2)CCC(C)C3)c(Cl)cc1Cl (centres undefined) | 6 | -18 | -26 | -2 | -0.3 | 16 | -28 | 0.52 | -0.6
CN(C(=O)c1ccc2c(=O)n3c(nc2c1)CCCCC3)c1ccccc1Cl | 2 | 28 | -8 | -5 | 0.4 | 5 | 8 | -0.17 | 2.0
Cc1cc(NC(=O)C2C3C(=O)N(CCC(C)C)C(C(=O)NCc4ccccc4)C34C=CC2(C)O4)no1 (centres undefined) | -4 | 9 | -23 | -2 | 0.4 | -5 | -4 | . | 1.0
O=C(NC1CCN(Cc2ccccc2)CC1)c1ccc(Cn2c(=S)[nH]c3ccc(N4CCOCC4)cc3c2=O)cc1 | -4 | -316 | -8 | -18 | 0.2 | . | -1 | 0.013 | -2.2
CCOC(=O)C(NC(=O)Nc1ccc(F)cc1F)(Oc1ccccc1)C(F)(F)F (centres undefined) | -1 | -14 | -15 | 4 | 0.7 | 41 | -10 | 0.71 | 1.4
CCCn1c(SCC(=O)NC(=O)NCc2ccco2)n[nH]c1=O | -6 | -24 | -18[20 µM] | 5 | 0.1 | -38 | 21 | 0.52 | 0.9
C/C(=N\NC(N)=S)C1(C)CC2(CC(C)(C)OC2=O)C(=O)O1 (centres undefined) | -2 | -16 | -24 | -7 | 1.0 | 15 | -14 | 0.21 | -0.2
CN(CC(=O)N1CCN(c2ccccc2F)CC1)S(=O)(=O)c1cnc[nH]1 | -5 | -20 | -16[20 µM] | -11 | 0.8 | -1 | -5 | . | -0.3

Entries of single compounds, looked up by structure. Values in the order: thrombin 1536	m-calpain inh	Furin inh	Tb hexokinase	TRPML3 agonist	PPC-1+TRAIL kill	EBV gp42 inh	KCC2 mod	zfTRPN1 agonist
Shown for `Cc1cc(NC(=O)C2C3C(=O)N(CCC(C)C)C(C(=O)NCc4ccccc4)C34C=CC2(C)O4)no1` (centres undefined) : -4	9	-23	-2	0.4	-5	-4	.	1.0
Shown for `CCOC(=O)C(NC(=O)Nc1ccc(F)cc1F)(Oc1ccccc1)C(F)(F)F` (centres undefined) : -1	-14	-15	4	0.7	41	-10	0.71	1.4
Shown for `CCN(CC)c1ccc(C(=O)OCc2cc(=O)oc3cc(O)ccc23)cc1` : -1	-100	-9[20 µM]	-21	-1.2	-24	16	-0.2	-1.2
Shown for `CCNc1nc(NC(C)(C)C)nc(N2CCCC2)n1` : 3	-16	-11[20 µM]	0	0.9	12	-15	0.72	0.9

Next results follow.
SMILES | thrombin 1536 | m-calpain inh | Furin inh | Tb hexokinase | TRPML3 agonist | PPC-1+TRAIL kill | EBV gp42 inh | KCC2 mod | zfTRPN1 agonist
CC(C)c1ccc(/C=C/C(=O)NCCC2=CCCCC2)cc1 | 29 | 35 | -12 | 5 | -0.7 | 28 | -2 | -0.5 | -1.0
CN1/C(=C/C=C(C#N)C#N)C(C)(C)c2ccccc21 | -10 | -18 | -14 | -5 | 1.0 | -16 | 54* | i | 0.8
CC(OC(=O)C1CCCO1)C(=O)NC1CCCC1 (centres undefined) | -4 | 2 | -16 | 0 | 0.6 | 8 | -4 | 0.68 | 0.1
CCSc1nc(C)cc(Oc2ccc(=O)n(C)n2)n1 | 2 | -12 | -10 | -2 | 0.7 | 7 | -14 | . | 0.9
CCc1ccc2oc(-c3cc(N=Cc4cccc(OC)c4O)ccc3O)nc2c1 | 1 | -128 | -7 | -31 | 0.1 | 37 | -4 | . | 1.0
CCN(CC)CCn1c(NCc2cccc(OC)c2OC)nc2ccccc21 | 3 | 10 | -17[20 µM] | -7 | 0.6 | 12 | -7 | -0.81 | -0.2
CC(=O)N(C)c1ccc(NC(=O)Nc2ccc(C)c(C)c2)cc1 | -1 | -25 | -32 | -9 | 1.3 | 1 | -1 | 0.041 | 2.6
CC1=CC(C)(C)N(C(=O)CSc2nncn2C)c2ccccc21 | -1 | 11 | -18[20 µM] | -2 | 0.9 | 27 | -9 | -0.41 | 0.7
CC(=O)c1c(O)cc(O)cc1CC(=O)O | 1 | -9 | -36 | -15 | 0.8 | -1 | 43 | -0.23 | 1.8
S=C(N/N=C1\CCc2ccccc21)NC1CCCCC1 | -4 | 5 | -23 | -7 | -1.0 | -7 | 5 | 3.3 | -2.2
CSc1ccc(C(=S)N2CCN(C(c3ccccc3)c3ccccc3)CC2)cc1 | 0 | -25 | -9[20 µM] | 6 | 0.5 | 9 | -26 | 1.1 | -0.7
CCc1cc(-c2nc(N)ncc2-c2ccc(Br)cc2)c(O)cc1OC | -12 | 20 | -3 | -8 | -0.2 | 2 | -10 | 0.73 | -1.1
CCCCCCCCCCCC(=O)c1c(O)cccc1O | -3 | 11 | -10 | 31 | 1.1 | 4 | -9 | 0.37 | 1.2
O=C(NCc1ccc(F)cc1)C(c1ccccc1)N(C(=O)c1csnn1)C1CC1 (centres undefined) | 1 | 12 | -24 | -1 | -0.3 | 17 | -8 | -0.14 | 0.4
COc1ccccc1NC(=O)C1C2C=CC3(CN(Cc4cccnc4)C(=O)C13)O2 (centres undefined) | -7 | -8 | -14 | 0 | 0.4 | 3 | 0 | -0.72 | 1.0
Cc1cc2occ(CC(=O)NC3=NCCS3)c2cc1C(C)C | 3 | 4 | -20 | 6 | -1.2 | 0 | -2 | -1.2 | -1.4
Cc1nn(Cc2ccc(Cl)cc2Cl)c(C)c1NC(=O)C1C2CCC(O2)C1C(=O)O (centres undefined) | 0 | -13 | -9[20 µM] | 0 | 3.1 | 18 | -10 | 0.15 | 8.9
CCn1c(C(C)NC(=O)c2ccccc2C)n[nH]c1=S (centres undefined) | -3 | -20 | -17 | 1 | 0.5 | 8 | 1 | -0.097 | 0.3
CCCS(=O)(=O)c1nc(S(=O)(=O)c2ccc(C)cc2)c(NCCCN(C)C)s1 | -1 | 7 | -20 | -10 | 0.3 | -15 | -1 | -0.75 | -0.6
Cc1cc(N2CC34C=CC(O3)C(C(=O)O)C4C2=O)no1 (centres undefined) | -5 | 10 | -11 | -1 | 1.1 | 41 | -1 | . | -0.5
CCn1ncc(Br)c1C(=O)Nc1nccs1 | -18 | -12 | -16[20 µM] | -7 | 0.3 | 16 | -10 | 0.099 | 2.5
CCOC(=O)c1cc2sccc2n1CCCN1C(=O)c2ccccc2C1=O | -5 | -4 | -5 | 5 | 1.1 | 4 | 3 | 0.5 | 0.5
O=C(N/N=C/c1ccc(Cl)cc1)c1cc2c(s1)-c1ccccc1CC2 | -5 | -334 | -25[20 µM] | -10 | 0.3 | 2 | -4 | -0.059 | 0.0
O=C(C1Cc2ccccc2O1)N1CCCCC1 (centres undefined) | -2 | -23 | -23 | 4 | -0.1 | 9 | -18 | -0.74 | 1.1
CCOc1ccc(N(CC(=O)NC2CCCCC2)S(=O)(=O)c2c(C)noc2C)cc1 | 9 | 18 | -14 | -2 | 1.2 | -14 | -4 | -0.77 | 1.9
C=CCOc1ccc(C2=NO[C@@H]3[C@@H]4C[C@@H]([C@H]5C(=O)N(C)C(=O)[C@@H]45)[C@H]23)cc1 | -3 | -14 | -11 | -8 | 1.8 | 1 | -9 | 0.69 | 1.1
O=C1CC(c2ccccc2)c2ccccc21 (centres undefined) | -9 | 0 | -16 | -6 | -0.9 | 0 | -4 | 1 | -0.6
O=c1c([N+](=O)[O-])cccn1Cc1ccccc1Cl | -9 | -37 | -22 | -17 | 0.7 | -18 | -2 | 1.1 | -0.4
CN1Cc2cccc3c2C(Cc2ccccc2S3)C1 (centres undefined) | 4 | 8 | -27 | 15 | 0.2 | 16 | -10 | 0.26 | -1.4
O=[N+]([O-])c1ccc(CN2CCOCCOCCN(Cc3ccc([N+](=O)[O-])cc3)CCOCC2)cc1 | -3 | 2 | -32 | -1 | 2.7 | 0 | -3 | -1.1 | 2.3
CC(C)OC(=O)C1C(=O)CC(C)(O)C(C(=O)OC(C)C)C1c1ccc(F)cc1 (centres undefined) | 5 | 1 | -10[20 µM] | 1 | 1.0 | -10 | -20 | 0.14 | 0.3
CCCN(C(=O)c1ccco1)c1nnc(-c2ccncc2)s1 | 1 | -12 | -8[20 µM] | -13 | -0.1 | 34 | -16 | -1.6 | -0.6
Cc1ccc(NC2c3ccccc3C(=O)N2CCN2CCOCC2)cc1 (centres undefined) | -3 | -49 | -29 | 1 | 0.7 | 15 | 3 | . | 0.6
CCCNC(=O)NC1CCCCCCC1 | -8 | -7 | -19 | 8 | 0.6 | 9 | 2 | 0.94 | 1.4

Bioassay records deposited in PubChem BioAssay by several laboratories.
